Screens as filed in PubChem BioAssay.
MsrA inhibitor: bovine MsrA enzyme inhibitors, primary screen, biochemical, absorbance, HTS. inhibition, % at 15.5 µM. purified bovine MsrA, absorbance read-out. Methionine sulfoxide reductase A (Bos taurus). actives 0.75% (n = 360,000); in the data active = inhibition above about 4.5%;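 also: 0% = vehicle wells with enzyme and 100% = reference inhibitor wells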
MLLE-PAM2 inh: inhibitors of PABP1 MLLE–PAM2 peptide binding, primary screen, biochemical, fluorescence polarization, FITC-PAM2, GST-MLLE; AID 588489, 2011; Polyadenylate-binding protein 1 (Homo sapiens), P11940; actives 0.36% (n = 360,000); inhibition, % at 20 µM; in the data active = inhibition above about 35%, passing the limit was not always enough;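 also: plate controls were DMSO wells with GST-MLLE for no effect and wells lacking GST-MLLE protein for full effect; some results filed as inactive read as strong as hits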
CendR NRP1 mod: modulators of CendR peptide binding to NRP-1, primary screen, biochemical, fluorescence polarization, uHTS; FAM-RPARPAR peptide binding to NRP-1; inhibition, % at 25 µM; actives 0.85% (n = 360,000); AID 602438, 2012;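 active = inhibition or corrected inhibition above about 18%, plus a signal ratio from 0.5 to 1.5, limit read from the data, passing the limit was not always enough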; also: strong numbers were not always called active
TbMetRS inhib: T. brucei MetRS inhibitors, primary screen, biochemical, luminescence | purified T. brucei MetRS, ATP depletion, Kinase-Glo luminescence | inhibition, % at 11.9 µM | actives 0.4% (n = 360,000) | AID 624268, 2012 | methionyl-tRNA synthetase (Trypanosoma brucei brucei);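 active = inhibition above a per-plate cutoff of the control wells' mean inhibition plus 3 SD, cut at about 5.5% in these data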;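 also: 0% = DMSO wells median and 100% = median of wells with control inhibitor compound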
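Dosing: 11.9 µM compound single dose, 0.9% DMSO; Assay system: purified T. brucei MetRS enzyme; Measured by: Kinase-Glo luciferase luminescence reporting remaining unconsumed ATP; Schedule: 15 min plus 2 h at 25 °C.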
SKN-1 inh: suppressors of acrylamide-induced Pgst-4::GFP reporter in worms, primary screen, SKN-1 inhibitor project, whole organism, uHTS, GFP/RFP fluorescence ratio, strain VP596; actives 0.49% (n = 360,000); C. elegans VP596 Pgst-4::GFP/RFP ratio, 24 h; inhibition, % at 21.8 µM;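 active = interference check ratio from 0.5 to 1.5 plus GFP to RFP signal ratio inhibition reaching or exceeding a fixed threshold, cut at about 30% in these data, passing the limit was not always enough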; also: some compounds called inactive have numbers as strong as hits
FAS TE block: FAS thioesterase domain inhibitors, primary screen, biochemical, fluorescence intensity, uHTS. recombinant FAS-TE, OMFH fluorogenic substrate, fluorescence endpoint. inhibition, % at 15 µM. actives 0.67% (n = 360,000);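 active = compounds whose normalised, plate-corrected inhibition of enzyme fluorescence in the single-dose primary screen is 50% or more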;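 also: 0% = DMSO with enzyme and 100% = substrate without enzyme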
E coli Lon inh: inhibitors of E. coli Lon protease, primary screen, biochemical, fluorescence polarization; inhibition, % at 7.94 µM; actives 0.42% (n = 360,000); purified E. coli Lon protease; AID 602123, 2011; in the data active = inhibition above about 13%, passing the limit was not always enough;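 also: 0% = enzyme with probe and DMSO and 100% = no enzyme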
Target sequence (P0A9M0 whole entry, looked up): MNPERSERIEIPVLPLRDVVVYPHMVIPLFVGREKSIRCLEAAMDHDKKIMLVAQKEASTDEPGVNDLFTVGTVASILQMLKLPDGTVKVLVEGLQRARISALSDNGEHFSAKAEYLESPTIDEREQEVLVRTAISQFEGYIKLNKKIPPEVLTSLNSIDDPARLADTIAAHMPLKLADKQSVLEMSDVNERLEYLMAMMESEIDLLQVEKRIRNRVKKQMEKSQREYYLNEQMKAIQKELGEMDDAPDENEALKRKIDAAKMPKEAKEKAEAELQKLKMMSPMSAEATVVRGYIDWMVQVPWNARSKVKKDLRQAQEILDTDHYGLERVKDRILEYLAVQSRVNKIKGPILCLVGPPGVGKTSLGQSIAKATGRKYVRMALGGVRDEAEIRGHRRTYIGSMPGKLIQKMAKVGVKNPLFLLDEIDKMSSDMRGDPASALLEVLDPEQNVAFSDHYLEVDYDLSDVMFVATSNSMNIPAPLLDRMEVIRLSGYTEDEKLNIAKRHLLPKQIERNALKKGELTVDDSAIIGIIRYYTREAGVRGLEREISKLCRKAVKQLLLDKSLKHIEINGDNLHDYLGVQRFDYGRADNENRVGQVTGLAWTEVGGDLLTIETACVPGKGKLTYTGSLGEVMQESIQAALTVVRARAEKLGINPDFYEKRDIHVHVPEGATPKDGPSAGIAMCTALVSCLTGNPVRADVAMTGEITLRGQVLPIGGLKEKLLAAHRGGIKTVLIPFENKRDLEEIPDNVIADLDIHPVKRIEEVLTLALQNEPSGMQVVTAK
MsrA act: bovine MsrA enzyme activators, primary screen, biochemical, absorbance, HTS; activation, % at 10.6 µM; actives 0.3% (n = 360,000); purified bovine MsrA, absorbance read-out; in the data active = activation above about 7.5%;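 also: 0% = vehicle and 100% = reference activator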
MT1-MMP act inh: blockers of MT1-MMP proenzyme processing, primary screen, HT1080 RFP-PRO-GFP cells, GFP/RFP fluorescence; GFP/RFP ratio fluorescence, overnight; percent of plate control window, DMSO zero; GFP/RFP ratio change, % at 20 µM; actives 0.061% (n = 360,000);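 active = GFP/RFP ratio change of at least 30% with cell ATP level not reduced by more than half and red fluorescence within 50% of control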; also: strong numbers were not always called active
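Material – HT1080 RFP-PRO-GFP cells · Control set – DMSO wells and RFP-L50D-GFP cells · Incubation – overnight cell settling, then overnight compound exposure, 37 °C, 5% CO2 · Compound dosing – single-point 20 µM compound, 1% DMSO · Read-out – GFP/RFP fluorescence ratio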
* hit, by the source's call; nt = no result given.

A first look, three compounds:
[1] COC(=O)c1c(NC(=O)/C=C/c2ccc3c(c2)OCO3)sc(C)c1C
[2] COc1ccc(CN(C)CC(=O)Nc2sc3c(c2C#N)CCC3)cc1OC
[3] CN(C1=NS(=O)(=O)c2ccccc21)c1ccc(OC(=O)c2ccncc2)cc1

screen / no.	1	2	3
MsrA inhibitor	1.2	0.1	-0.4
MLLE-PAM2 inh	0.2	-8.7	5.4
CendR NRP1 mod	2.0	-3.3	8.0
TbMetRS inhib	-0.7	-0.4	-0.7
SKN-1 inh	6.1	-1.0	-1.2
FAS TE block	-0.4	6.8	-0.6
E coli Lon inh	-5.0	0.3	-0.1
MsrA act	-3.4	-2.3	-5.3
MT1-MMP act inh	2.4	2.3	-0.7

Results, previewed entries included:
[1] COC(=O)c1c(NC(=O)/C=C/c2ccc3c(c2)OCO3)sc(C)c1C
[2] COc1ccc(CN(C)CC(=O)Nc2sc3c(c2C#N)CCC3)cc1OC
[3] CN(C1=NS(=O)(=O)c2ccccc21)c1ccc(OC(=O)c2ccncc2)cc1
[4] Nn1cc(-c2ccccc2)nc1SCC(=O)Nc1ccc2c(c1)OCO2
[5] COc1ccc(OC(C)C(=O)Nc2ccc(F)cc2F)cc1 (stereo not drawn)
[6] Cc1ccc(-c2ccc(=O)n(Cc3c(F)cccc3Cl)n2)cc1

screen / no.	1	2	3	4	5	6
MsrA inhibitor	1.2	0.1	-0.4	0.7	-0.1	0.1
MLLE-PAM2 inh	0.2	-8.7	5.4	24.3	14.7	4.4
CendR NRP1 mod	2.0	-3.3	8.0	1.8	9.8	5.1
TbMetRS inhib	-0.7	-0.4	-0.7	0.7	-0.1	-1.1
SKN-1 inh	6.1	-1.0	-1.2	1.1	10.6	6.0
FAS TE block	-0.4	6.8	-0.6	-0.7	0.8	13.3
E coli Lon inh	-5.0	0.3	-0.1	-2.4	-5.3	1.4
MsrA act	-3.4	-2.3	-5.3	-2.4	-2.5	-2.7
MT1-MMP act inh	2.4	2.3	-0.7	1.6	-3.6	-2.1

[7] O=S(=O)(NC(=NCc1ccccc1)c1ccccc1)c1ccccc1
[8] CCOC(=O)N1CCN(C(=O)COC(=O)CNC(=O)c2ccc(Cl)cc2Cl)CC1
[9] O=C(N/N=C/c1ccc(-c2ccc([N+](=O)[O-])cc2)o1)C(O)c1ccccc1 (stereo not drawn)
[10] CCc1nc2ccc(C(=O)N3CCN(c4ccc([N+](=O)[O-])cc4)CC3)cc2nc1CC
[11] CC1CC(C)CN(C(=O)C2CCN(S(=O)(=O)c3cccc4cccnc34)CC2)C1 (stereo not drawn)
[12] COc1cc(CCC(=O)OCC(=O)Nc2c(C)cc(C)cc2C)cc(OC)c1OC

screen / no.	7	8	9	10	11	12
MsrA inhibitor	-1.3	-0.8	2.1	-0.2	nt	-1.0
MLLE-PAM2 inh	14.8	6.4	-37.9	-15.5	-0.6	8.6
CendR NRP1 mod	6.6	-5.4	-29.0	-0.4	0.8	-10.1
TbMetRS inhib	-0.2	-0.4	-0.2	0.8	0.1	-0.8
SKN-1 inh	6.7	-1.4	-10.2	-20.5	2.7	6.7
FAS TE block	-2.3	-7.2	22.7	20.0	0.1	-5.5
E coli Lon inh	-1.6	8.9	-16.7	-4.4	4.2	-4.7
MsrA act	-2.4	1.0	-6.4	-2.9	-0.7	-1.9
MT1-MMP act inh	1.6	-1.9	-4.0	1.4	0.4	3.3

[13] O=C(CCN1CCN(c2ccccc2F)CC1)Nc1ccccc1Cl
[14] CC1CC(C)CN(C2CCCCC2NS(=O)(=O)c2ccc(Cl)cc2)C1 (stereo not drawn)
[15] Cc1cccc(C(=O)NC2CC3CCC(C2)N3C)c1 (stereo not drawn)
[16] O=C(Nc1ccc2c(c1)OCO2)N1CCN(C(=O)C2CCCO2)CC1 (stereo not drawn)
[17] Cn1c2ccccc2c2cc(/C=N/NC(=O)c3ccccc3F)ccc21
[18] CC1Cc2cc(S(=O)(=O)NCCc3ccccc3)ccc2N1C(=O)C1CC1 (stereo not drawn)

screen / no.	13	14	15	16	17	18
MsrA inhibitor	0.6	0.3	-0.7	1.2	1.0	-1.0
MLLE-PAM2 inh	3.3	-7.7	9.0	13.9	2.9	4.0
CendR NRP1 mod	-5.2	2.7	9.2	4.3	0.9	-1.8
TbMetRS inhib	-0.9	-1.6	-0.2	-1.1	-0.9	-0.2
SKN-1 inh	9.3	2.3	4.9	-16.1	-11.5	0.1
FAS TE block	0.1	-0.7	-3.9	-4.5	20.3	7.8
E coli Lon inh	0.5	-1.7	-5.5	0.2	-6.4	-6.7
MsrA act	-0.9	-10.6	-2.5	-3.8	-10.7	0.8
MT1-MMP act inh	-4.7	nt	-1.7	-0.3	2.1	2.5

[19] CC(C)(CNC(=O)CCC1CCCC1)CNC(=O)CCC1CCCC1
[20] CC(C(=O)c1c[nH]c(C(N)=O)c1)c1ncc(C(F)(F)F)cc1Cl (stereo not drawn)
[21] CCOC(=O)N1CCC(n2c(SCC(=O)N3CCCC3)nc3ccccc3c2=O)CC1
[22] Cc1nn(C)cc1CNC(=O)/C=C/c1cnn(C)c1
[23] C[C@@H]1CN([C@H](C)CO)C(=O)c2c(c3ccccc3n2C)-c2ccccc2CO[C@H]1CN(C)C(=O)CCC(F)(F)F
[24] CCOC(=O)Cn1nnnc1C(C(C)C)N(Cc1cccs1)Cc1cc2cc(C)ccc2[nH]c1=O (stereo not drawn)

screen / no.	19	20	21	22	23	24
MsrA inhibitor	-0.4	0.1	-0.1	0.0	-0.6	0.9
MLLE-PAM2 inh	-9.5	-4.0	-2.0	-4.0	15.9	0.6
CendR NRP1 mod	16.2	10.4	-7.5	5.6	-10.9	-15.5
TbMetRS inhib	0.3	0.1	-0.8	-0.7	0.2	-0.4
SKN-1 inh	7.0	0.8	-21.0	-9.8	4.5	11.7
FAS TE block	20.0	-2.3	-7.2	-9.0	-4.1	25.3
E coli Lon inh	-4.7	-0.1	-2.6	1.4	2.6	-1.4
MsrA act	-2.1	-2.6	-10.2	-5.7	2.0	-1.1
MT1-MMP act inh	-1.3	-0.7	1.3	4.7	0.0	-25.1

[25] COc1ccc(S(=O)(=O)N2CCCCC2)cc1NC(=O)CCc1nc2ccccc2c(=O)[nH]1
[26] CCOC(=O)C1CCN(Cc2nc(-c3ccc(OC)c(OC)c3)no2)CC1
[27] Cc1ccc(C2(C)NC(=O)N(CC(=O)Nc3cc(S(=O)(=O)N4CCOCC4)ccc3C)C2=O)cc1 (stereo not drawn)
[28] CN(C)S(=O)(=O)N1CCN(S(=O)(=O)N2CCOCC2)CC1
[29] COC(=O)c1cc(OC)c(OC)cc1NC(=S)Nc1cccc(Cl)c1
[30] O=C(/C=C/c1ccc(Cl)c(Cl)c1)NCc1ccco1

screen / no.	25	26	27	28	29	30
MsrA inhibitor	-0.2	-1.1	1.2	0.0	0.3	0.8
MLLE-PAM2 inh	-4.8	-1.5	10.1	0.8	-14.0	3.8
CendR NRP1 mod	-15.3	-3.3	-1.2	10.1	-17.4	11.4
TbMetRS inhib	-0.5	-1.1	-1.0	-0.2	0.0	-1.1
SKN-1 inh	2.1	-7.4	-2.9	1.4	-5.4	7.7
FAS TE block	-1.8	-7.3	-7.6	-5.1	1.6	8.9
E coli Lon inh	-18.0	-2.3	-7.9	-5.7	-1.6	-1.5
MsrA act	-0.5	-3.0	-10.4	-1.9	-1.8	-8.6
MT1-MMP act inh	-2.8	4.5	2.4	-1.2	4.0	11.8

[31] COc1ccc(N2CC(O)=C(c3nc4ccccc4s3)C2=N)c(OC)c1
[32] O=C(c1ccccc1)N1N=C(C(F)(F)F)CC1(O)c1ccc(F)cc1 (stereo not drawn)
[33] Cn1c(C(=O)N2CCCC(C(=O)N3CCN(C(=O)c4ccco4)CC3)C2)cc2sccc21 (stereo not drawn)
[34] CCC(C)(C)c1nnc(NC(=O)C2CCN(C(=O)c3ccco3)CC2)s1
[35] COc1ccc(S(=O)(=O)N2CCCCC2)cc1NC(=O)c1ccc(N2CCCC2=O)cc1
[36] O=[N+]([O-])c1cnccc1Nc1ccc(F)cc1

screen / no.	31	32	33	34	35	36
MsrA inhibitor	1.7	1.6	0.1	-1.2	0.8	0.9
MLLE-PAM2 inh	-8.1	-7.1	9.1	16.7	-12.2	-10.4
CendR NRP1 mod	-35.4	-7.8	-8.1	14.5	-11.6	3.7
TbMetRS inhib	-0.3	-0.5	-0.6	-0.3	-0.1	-0.1
SKN-1 inh	-15.4	4.7	-2.2	11.5	10.2	20.4
FAS TE block	2.9	10.3	-10.3	-3.0	5.4	-3.2
E coli Lon inh	-1.1	0.2	-2.6	-1.7	0.3	-2.5
MsrA act	-1.6	-3.2	-9.0	-3.2	-0.9	-2.1
MT1-MMP act inh	5.1	0.3	1.2	-1.2	-2.0	3.3

[37] COc1ccc(NC(=O)/C(C#N)=C/c2c(C)nn(-c3ccc(F)cc3)c2Cl)cc1Cl
[38] COc1cc(NC(=O)c2cccc([N+](=O)[O-])c2C)ccc1NC(=O)c1ccco1
[39] Cc1cc(C)nc(NC(=O)CSc2nn(-c3ccccc3)c(=S)s2)n1
[40] CN(C)C(CNC(=O)c1ccc(S(=O)(=O)Nc2cccc(C(F)(F)F)c2)cc1)c1ccco1 (stereo not drawn)
[41] O=C(CCCCC(=O)Nc1c(I)cc(I)c(C(=O)O)c1I)Nc1c(I)cc(I)c(C(=O)O)c1I
[42] Cc1noc(C)c1NC(=O)Nc1cccc2c1O[C@H](CN(C)S(=O)(=O)c1cccs1)[C@@H](C)CN([C@H](C)CO)C2=O

screen / no.	37	38	39	40	41	42
MsrA inhibitor	0.2	0.7	-0.5	0.7	2.5	-0.3
MLLE-PAM2 inh	10.8	-4.9	-80.7	-13.1	-6.4	8.0
CendR NRP1 mod	2.0	-2.4	3.0	-8.1	-12.0	2.7
TbMetRS inhib	-1.5	-0.8	-0.6	-0.4	-0.3	-1.8
SKN-1 inh	3.3	11.3	2.3	24.8	17.3	-1.7
FAS TE block	44.9	-5.2	3.5	-5.3	-5.5	-3.3
E coli Lon inh	2.0	-8.2	6.6	-1.8	0.1	-7.2
MsrA act	-9.8	-4.1	-1.5	0.9	2.4	-5.8
MT1-MMP act inh	2.7	4.6	6.1	-0.4	0.9	4.9

[43] O=C(Nc1cccnc1Cl)c1cccs1
[44] COc1ccc(-n2c(=O)c3ccccc3n(CC(=O)NC3CCCCC3)c2=O)c(OC)c1
[45] Cc1cc(C(=O)N/N=C/c2c(C)[nH]n(-c3ccccc3)c2=O)n[nH]1
[46] CC(NC(=O)C1CCCCC1)C(c1cccs1)N1CCOCC1 (stereo not drawn)

screen / no.	43	44	45	46
MsrA inhibitor	-0.9	1.4	0.6	0.2
MLLE-PAM2 inh	-4.0	-0.9	-28.7	-8.8
CendR NRP1 mod	-6.7	-0.9	-17.8	7.9
TbMetRS inhib	0.1	-0.1	-0.9	0.1
SKN-1 inh	9.1	13.3	13.2	-0.4
FAS TE block	-5.7	-5.5	1.7	-0.3
E coli Lon inh	-4.0	-13.2	4.5	-8.5
MsrA act	16.8*	-1.8	-1.2	-0.3
MT1-MMP act inh	-0.3	3.7	-1.0	1.3

Compounds as they come; any-hit rate near 4%.
